Screening results from PubChem BioAssay.
HTT ATP protect – protects HTT-Q103 PC12 cells, measured by ATP | PC12 HTT-Q103 induced, cytoprotection, ATP luminescence, 40 h | Potency, µM (top dose mostly 56.4 µM), for inactives: cytoprotection (ATP increase), actives largely listed as activators | 230,000 tested, 0.14% active | AID 1471;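 also: % of control where 0% means no effect; nearly all actives have a fitted effect of over 45% in size; toxic huntingtin expression switched on by the ecdysone agonist tebufenozide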
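Readout: ATPlite luminescence (ATP level). Model: stable PC12, inducible Htt exon1 Q103-GFP. Inducer: tebufenozide, 100 nM final. Compounds: dose series. No G418 in medium.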
RECQ1 helicase – blocks DNA unwinding by human RECQ1. P46063. RECQ1 DNA unwinding, red fluorescence kinetic read. Potency, µM (doses to about 57.3 µM), without a hit: at the top dose activity, negative = inhibition, actives largely listed as inhibitors. 240,000 tested, 0.54% active. AID 2549;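 also: plate controls were vehicle for no effect and no enzyme for full effect; nearly all actives have a fitted effect of over 30% in size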
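50 nM RECQ1T1 preincubated 15 min with compound in Tris pH 8.0 buffer with MgCl2, DTT, Tween-20 and 2.5 ug/ml poly(dI-dC); started with 200 nM TAMRA/BHQ-2 forked duplex and 2 mM ATP. Unwinding read as fluorescence (525/598 nm), two reads 2 h apart.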
L3MBTL1 block – L3MBTL1 (human) inhibition; Q9Y468; 230,000 tested, 0.66% active; AlphaScreen L3MBTL1–H3K9me1 peptide binding; AID 485360; Potency, µM (series often up to 57.1 µM), inactives show at the highest dose activity, negative = inhibition, usual class: inhibitors; also: % is scaled to controls: 0 for no effect and ±100 for the full control effect; nearly all actives have a fitted effect of over 60% in size
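L3MBTL1 (50 nM) pre-complexed 30 min with biotinylated H3(1-15)K9me1 peptide (75 nM), then compounds added for 30 min at room temperature; AlphaScreen streptavidin donor/nickel chelate acceptor beads (10 ug/mL final) read after 30 min dark incubation.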
TRb-SRC2 inh – inhibitors of human thyroid hormone receptor beta-SRC2 interaction; P10828; TRbeta-SRC2 peptide binding, fluorescence polarization; receptor liganded with 1 µM T3; Potency, µM (top dose mostly 106 µM), without a hit: at the top dose activity change, negative = inhibition, hits mostly inhibitors; 280,000 tested, 0.065% active; AID 1469;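 also: plate controls were bound peptide for no effect and peptide without receptor for full effect; nearly all actives have a fitted effect of over 50% in size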
Target sequence (P10828 whole entry, looked up): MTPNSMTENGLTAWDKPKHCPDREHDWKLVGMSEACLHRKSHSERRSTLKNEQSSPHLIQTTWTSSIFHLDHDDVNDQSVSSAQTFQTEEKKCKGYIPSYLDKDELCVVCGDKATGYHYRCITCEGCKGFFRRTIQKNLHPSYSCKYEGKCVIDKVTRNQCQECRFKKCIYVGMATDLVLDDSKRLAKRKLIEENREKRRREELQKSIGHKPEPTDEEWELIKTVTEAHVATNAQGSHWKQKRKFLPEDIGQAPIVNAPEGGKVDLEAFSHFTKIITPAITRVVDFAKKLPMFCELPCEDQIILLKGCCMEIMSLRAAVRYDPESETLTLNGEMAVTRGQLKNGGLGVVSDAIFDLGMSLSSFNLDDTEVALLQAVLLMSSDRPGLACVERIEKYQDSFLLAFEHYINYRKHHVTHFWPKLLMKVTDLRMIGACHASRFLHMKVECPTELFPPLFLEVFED
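Quantitative HTS by FP: 0.6 uM TRb LBD, 20 nM labeled SRC2 20-mer, 1 uM T3, 5% DMSO; 5 hr ambient incubation; % activity per concentration and potencies from concentration series.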
Tau fibril FP – inhibitors of human tau fibril formation; K18 P301L tau heparin fibrillization, Alexa594 FP, 6 h; Potency, µM (highest dose often 57.7 µM), for the others: at the highest dose activity, negative = inhibition, usual class: inhibitors; P10636; 280,000 tested, 0.39% active; also: % is scaled to controls: 0 for no effect and ±100 for the full control effect; nearly all actives have a fitted effect of over 55% in size
Target sequence (P10636 561-689 P618L limits assumed): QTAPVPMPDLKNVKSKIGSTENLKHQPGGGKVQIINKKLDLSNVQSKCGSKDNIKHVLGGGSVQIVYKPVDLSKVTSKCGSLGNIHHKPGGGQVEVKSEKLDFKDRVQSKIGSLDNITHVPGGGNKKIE
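Heparin (20 uM) drove fibril formation of recombinant tau K18 P301L, 15 uM unlabeled with 0.24 uM Alexa 594 label, for 6 hr at 37 C in 100 mM sodium acetate pH 7. Fluorescence polarization (555/632 nm) read 1 hr after 30 uM ThT.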
Tau ThT inhib – blocks human tau fibril formation measured by thioflavin T | Potency, µM (doses to about 57.4 µM), inactives show at the highest dose activity, negative = inhibition, actives largely listed as inhibitors | AID 1460 | P10636 | 270,000 tested, 2.1% active | recombinant tau K18 P301L, heparin-induced fibrillization, ThT fluorescence; also: % is scaled to controls: 0 for no effect and ±100 for the full control effect; nearly all actives have a fitted effect of over 55% in size
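In this qHTS, human K18 P301L tau is incubated with compound and heparin for 6 hr at 37 C, and Thioflavin T fluorescence then reports fibril load.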
TexasRed fluor – alters Texas Red total fluorescence, flagging assay interference | TRb/SRC2 Texas Red total fluorescence interference | Potency, µM (highest dose often 106 µM), for the others: at the highest dose fluorescence change, negative = quenching | 280,000 tested, 0.29% active | AID 1479; active = well fitted curve in either direction with a large enough effect; inconclusive = small, poorly fitted or top-dose-only effect; also: % is scaled to controls: 0 for no effect and ±100 for the full control effect
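Human TRβ ligand-binding domain (0.6 uM) and Texas Red SRC2 peptide (20 nM) in Tris buffer with 1 uM T3 and 5% DMSO were incubated with pinned compound for 5 hr at ambient temperature. Total fluorescence was computed as S + 2P (555/632 nm).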
Tau fluor counter – counter-screen for tau fibril formation inhibitors; tau K18 P301L (four-repeat tau fragment) Alexa594 fluorescence, heparin fibrillization; 280,000 tested, 0.93% active; Potency, µM (doses to about 57.7 µM), for inactives: top-dose activity change, negative = decrease; AID 1463; also: % is scaled to controls: 0 for no effect and ±100 for the full control effect; nearly all actives have a fitted effect of over 55% in size
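Human K18 P301L tau (15 uM unlabeled plus 0.24 uM Alexa 594-labeled, final) in 100 mM sodium acetate pH 7 was mixed with compound and 20 uM heparin and incubated 6 hr at 37 C.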
An asterisk follows results filed as active; i = inactive; ? = inconclusive; . = no result given; [ ] = another dose, or the depositor's remark. Unless noted, calls follow the shape of the dose curve; as a rule, active = well fitted curve in the direction sought with a large enough effect; inconclusive = small, poorly fitted or top-dose-only effect, or another doubt; inactive = no such curve, though single readings can be large; an effect the other way counts as inactive or inconclusive. Potency is read from the fitted curve at half-maximal effect. This is a subset; rates above refer to the full screens.

#	SMILES	TexasRed fluor	RECQ1 helicase	Tau ThT inhib	Tau fibril FP	L3MBTL1 block	TRb-SRC2 inh	Tau fluor counter	HTT ATP protect
1	Cc1ccc(NC(=O)OC(C)CNC(=O)Oc2cccc(C)c2)cc1 (configuration not stated)	-2%	-10%	-4%	-3%	-18%	9%	-25%	-82%[inhibitor]
2	CN(CCc1ccccn1)C(=O)CCC1CCCN(Cc2ccccc2OC(F)F)C1 (configuration not stated)	-7%	-7%	-2%	3%	7%	-2%	1%	-10%
3	Cc1ccccc1-n1nnnc1SCc1csc(-c2ccccc2)n1	0%	-13%	-14%	2%	33%[activator]	4%	-16%	-17%
4	CC(C)CNc1ncnc2onc(-c3ccc(Cl)cc3)c12	-1%	.	-13%	?	.	2%	-29%	.
5	COCCNC(=O)C(=O)NNC(=O)COc1ccc(OC)cc1	-3%	i	-1%	14%	7%	6%	0%	-5%[10 µM]
6	COc1cccc(CNS(=O)(=O)c2cccc(S(=O)(=O)N3CCOCC3)c2)c1	-3%	-1%	?	-14%	.	-2%	-17%	-12%
7	CCOC(=O)C1CCC(CN(Cc2ccccc2C)S(=O)(=O)c2ccc([N+](=O)[O-])cc2)CC1 (configuration not stated)	-7%	-11%	-12%	12%	-3%	-10%	-24%	.
8	Cc1ccccc1NC(=O)CSc1nc(-c2cccs2)nc2cc(=O)[nH]n12	-2%	.	-8%	-3%	-10%	-4%	-4%	.

A second format for part of the listing above.
Second line of a record – TexasRed fluor, RECQ1 helicase, Tau ThT inhib, Tau fibril FP, L3MBTL1 block, TRb-SRC2 inh, Tau fluor counter, HTT ATP protect
#5 COCCNC(=O)C(=O)NNC(=O)COc1ccc(OC)cc1
    -3%, i, -1%, 14%, 7%, 6%, 0%, -5%[10 µM]
#7 CCOC(=O)C1CCC(CN(Cc2ccccc2C)S(=O)(=O)c2ccc([N+](=O)[O-])cc2)CC1 (configuration not stated)
    -7%, -11%, -12%, 12%, -3%, -10%, -24%, .

Later entries.
#	SMILES	TexasRed fluor	RECQ1 helicase	Tau ThT inhib	Tau fibril FP	L3MBTL1 block	TRb-SRC2 inh	Tau fluor counter	HTT ATP protect
9	CN(C)S(=O)(=O)c1ccc(C(=O)Nc2cccc(S(=O)(=O)NC3=NCCC3)c2)cc1	-1%	11%	-10%	-4%	2%	8%	-13%	12%[10 µM]
10	CCOc1ccc(C(=O)c2cn(Cc3ccc(OC)cc3)c3cc(OC)c(OC)cc3c2=O)cc1	1%	.	-25%	2%	.	5%	-16%	.
11	CCc1cc(-c2n[nH]c(CCC(=O)O)c2-c2nc3ccccc3n2C)c(O)cc1O	0%	-6%	-12%	1%	.	2%	-8%	-14%
12	Cc1cccc(-n2cnc3cc(C(=O)N4CCc5ccccc54)ccc32)c1	1%	-11%	-7%	1%	13%	-10%	-13%	-18%[10 µM]
13	CCCNC(=O)c1cnc2sc(N3CCCCC3)nn2c1=O	-1%	.	6%	2%	.	4%	0%	.
14	O=C(NCc1ccco1)c1cc2n(n1)C(C(F)(F)F)CC(c1ccc(Br)cc1)N2 (configuration not stated)	0%	-7%	4%	4%	-6%	-2%	-3%	-10%
15	CCC(=O)N1CCC2(CC1)Oc1ccc(F)cc1C(=O)C21CC(c2ccc(Cl)cc2)=NO1 (configuration not stated)	-3%	i	10%	12%	.	9%	18%	19%[10 µM]
16	O=C(CCS(=O)(=O)c1cccs1)Nc1ccc(C(=O)Nc2ccccc2F)cc1	?	.	8%	-14%	.	-24%[53 µM]	-5%	.
17	O=C(Cn1cc(C(=O)c2ccco2)c2ccccc21)Nc1ccccc1F	-2%[53 µM]	i	-3%	-14%	-2%	10%[53 µM]	-25%	29%[10 µM]
18	Cc1ccc2nc(/C(C#N)=C/c3ccccc3F)[nH]c2c1	?	.	?	-14%	.	-9%	-27%	.
19	O=C(CN1CCN(c2ccc(Cl)cc2)CC1)NCc1cccs1	-1%	3%	-16%	5%	-6%	6%	-12%	-11%[10 µM]
20	CC(C)OP(=O)(c1ccc(N(C)C)cc1)C(Nc1ccccc1)c1ccccc1 (configuration not stated)	0%	-13%	-17%	13%	-26%	-2%	-18%	1%[10 µM]
21	Clc1ccc(/C=N/N2CCCCC2)cc1	1%	3%	-3%	-4%	?	-1%	-4%	11%[10 µM]
22	CCc1nc(SCC(=O)Nc2ccc3c(c2)OCCO3)c2oc3ccccc3c2n1	0%	-8%	-1%	0%	0%	0%	-7%	-6%
23	Cc1nc(NC(=O)/C=C/c2ccc(Cl)cc2Cl)sc1C(=O)N(C)C	-1%	-7%	1%	6%	-5%	-5%	-5%	-4%[10 µM]
24	Cc1ccc(NCC(=O)Nc2cccc(S(=O)(=O)N(C)C)c2)c(Cl)c1	0%	-2%	-12%	10%	-2%	9%	?	-4%[10 µM]
25	C=C(C)C(=O)Nc1cccc(C2=NOC3(C2)C[C@@H](C(N)=O)N(C(=O)c2ccc(Cl)cc2)C3)c1 (some centres not stated)	-3%	13µM*	11%	-5%	.	1%	17%	-14%[10 µM]
26	COc1ccc(NC(=O)c2ccc(NCCN3C(=O)CCC3=O)c([N+](=O)[O-])c2)cc1	-4%	-19%	?	-5%	-10%[11.4 µM]	1%	-11%	-20%
27	COc1ccc(/C=N/Nc2ccccn2)cc1OC	-5%	-2%	?	0%	-20%	1%	?	-1%[10 µM]
28	CCOc1cc(C2C(C(=O)OC)=C(C)NC3=C2C(=O)c2ccccc23)c(Br)cc1O (configuration not stated)	-3%	.	5µM*	11%	.	5%	14µM*[quencher]	.
29	O=C(O)c1ccc(Oc2cccc([N+](=O)[O-])c2)cc1C(=O)O	-2%	4%	-9%	-2%	2%	3%	1%	-1%
30	Cc1nc(=O)c(-c2ccccc2)c(C)n1CCCCCC(=O)O	-1%	2%	-3%	0%	.	-5%	-3%	20%
31	O=C(c1ccccc1Cl)n1nc(-c2cccnc2)nc1NCc1ccc(F)cc1	3%	.	?	0%	.	-6%	-22%	.
32	COc1ccc(CCn2c(=S)[nH]c3ccc(N4CCOCC4)cc3c2=O)cc1OC	-3%	-3%	-18%	1%	-12%	2%	-27%	-6%[10 µM]
33	O=C(NNS(=O)(=O)c1ccc(Br)cc1)NC1CCCCC1	-2%	0%	8%	7%	-10%	10%	9%	.
34	CN1CCC(OC(=O)C23CCC(C)(C(=O)O2)C3(C)C)CC1 (configuration not stated)	-4%	i	3%	-1%	.	1%	2%	-5%
35	CCOC(=O)CC1C(=O)NCCN1C1CCCC1 (configuration not stated)	-2%[53 µM]	-3%	4%	4%	12%	-2%[53 µM]	6%	-35%[10 µM]
36	COc1ccc(C2c3cc(OC)c(OC)cc3CC(=O)N2c2cccc(C#N)c2)cc1 (configuration not stated)	-9%	.	0%	-8%	.	2%	-12%	.
37	COc1cc(NC(=S)NC(=O)C(C)C)ccc1NC(=O)c1cc2ccccc2o1	-3%	-6%	-3%	-3%	-1%[11.4 µM]	0%	-3%	-28%
38	COc1ccccc1N1CCN(C(=O)CSc2nnc(-c3ccoc3C)o2)CC1	1%	-15%	?	-2%	-7%	4%	-10%	4%[10 µM]
39	Cc1ccc(C(=O)NCCCNc2ccc(C(F)(F)F)cc2[N+](=O)[O-])cc1	?	-9%	?	4%	-4%	0%	-8%	-8%[10 µM]
40	Cc1cc(C)n(C(=O)c2ccncc2)n1	0%	-8%	-2%	-7%	5%	-12%	4%	-5%[10 µM]
41	Cc1ccc(S(=O)(=O)N[C@H]2COC(=O)[C@@H](C)COC(=O)C/C=C\[C@H]2C)cc1	0%[11.2 µM]	i[11.5 µM]	-4%[11.5 µM]	-1%[11.6 µM]	.	3%[11.2 µM]	0%[11.6 µM]	-13%[10 µM]
42	CCCN(CCC)C(=O)Cn1c(=O)n(-c2ccc(OC)cc2)c(=O)c2ccc(C(=O)NCc3ccc(C)cc3)cc21	-1%	.	1%	-9%	.	-1%	-14%	.
43	CC(C)Cn1c(CN2C(=O)c3ccccc3C2=O)nc2ccccc2c1=O	1%	0%	4%	7%	-5%	-8%	4%	-10%
44	c1coc(-c2nnc(SCc3cn4ccccc4n3)o2)c1	0%	-9%	-11%	-3%	0%	-15%	2%	-10%
45	Brc1ccc(-c2csc(NNC3=NCCCCC3)n2)cc1	-13%	i	?	-6%	-20%	2%	?	-45%[inhibitor]
46	Cc1ccc2c(c1)nnn2C1CCN(C(=O)C23CC4CC(CC(C4)C2)C3)CC1	0%	-8%	-18%	-3%	-3%	-6%	-11%	?
47	Cc1noc(Cn2c(=O)c3ccccc3n(CC(=O)Nc3ccc(F)cc3F)c2=O)n1	0%	.	0%	2%	.	-2%	-2%	.
48	CCN(CC)C1CCN(C(=O)c2cc(COc3ccc(F)cc3Cl)on2)C1 (configuration not stated)	1%	i	-3%	2%	-14%	6%	0%	-13%[10 µM]
49	CCNC(=O)[C@H]1O[C@@H](n2cnc3c(N)nc(NCCc4ccc(CCC(=O)O)cc4)nc32)[C@H](O)[C@H]1O	-52%	i	-11%	-1%	.	-14%	-8%	.
50	CCOc1cnc(-c2ccc(Cl)cc2)o1	1%	-6%	-4%	5%	9%	-4%	-5%	7%[10 µM]
51	C=CCOc1ccccc1/C=c1\sc2nc(=O)c(C)nn2c1=O	-3%	?	-12%	0%	?	-5%	9%	1%[0.074 µM]
52	O=C(NC1CCCCC1)Sc1ccc(Cl)cc1	-1%	-12%	?	?	.	12%	-5%	-24%[10 µM]
53	CN1CCN(S(=O)(=O)c2ccc(Br)s2)CC1	-2%	i	?	-4%	5%	0%	-24%	-12%[0.074 µM]
54	CCOC(=O)c1ccc(NC(=S)N2CCSC2c2ccc(OC)cc2)cc1 (configuration not stated)	-3%[53 µM]	-16%	?	25µM*	-2%	-8%[53 µM]	?	15%[10 µM]
55	Cn1c(=O)[nH]c(=O)c2c1nc(N1CCOCC1)n2Cc1ccccc1	3%	.	6%	1%	.	-1%	5%	.
56	Cc1cc(Cl)c(S(=O)(=O)NCc2ccncc2)cc1OCC(N)=O	-4%	-2%	-1%	2%	6%	-7%	4%	-7%
57	CCC(CC)C(=O)Nc1ccc(C(=O)OCc2cc(=O)n3nc(C4CC4)sc3n2)cc1	-1%	.	0%	7%	.	3%	-1%	.
